Bioassay records (PubChem)
G9a block – blocks human histone lysine methyltransferase G9a; Q96KQ7; Potency, µM (series often up to 102 µM), inactives show top-dose activity, negative = inhibition, usual class: inhibitors; G9a H3K9 monomethylation, AlphaScreen, 2 h; AID 504332; hit rate 8.8% among 350,000; also: potency is read from the fitted curve at half-maximal effect; % is scaled to controls: 0 for no effect and ±100 for the full control effect; nearly all actives have a fitted effect of over 75% in size
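Using a bead-based AlphaScreen, monomethylated H3K9 product from 2 h room-temperature reactions (G9a 20 nM, peptide 500 nM, SAM 20 uM) was detected with 0.5 ug/mL rabbit anti-H3K9me1 antibody.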
BAZ2B inh – blocks human BAZ2B; Q9UIF8; AlphaScreen BAZ2B-H3K14Ac peptide displacement; Potency, µM (titrated, usually from 114 µM), inactives show top-dose activity change, negative = inhibition, usual class: inhibitors; hit rate 4.4% among 360,000; also: potency is read from the fitted curve at half-maximal effect; % is scaled to controls: 0 for no effect and ±100 for the full control effect; nearly all actives have a fitted effect of over 60% in size
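Multi-concentration screen (max 110 uM) measuring displacement of acetylated histone H3 peptide from BAZ2B by AlphaScreen, using 50 nM protein, 50 nM peptide and 10 ug/mL streptavidin donor plus Ni-chelate acceptor beads.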
PI4K2A block – PI4K2A (human) kinase inhibition. purified PI4K2A, ADP-Glo luminescence, 1 h; hits give low values. hit rate 0.13% among 420,000. Q9BTU6. activity change, negative = inhibition, % at 76.9 µM; in the data active = activity change below about -50%; inconclusive = mostly about -30% to -49%;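 also: -100% = wells without enzyme as full effect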
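PI4K2A activity was measured by ADP-Glo luminescence: enzyme (4 ug/mL stock) and phosphatidylinositol (1.2 mM stock) in Tris pH 7.5/MgCl2/EGTA/Triton X-100 buffer were reacted with ATP (300 microM stock) for one hour at ambient temperature.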
ERG-DNA inh – ERG Ets/DNA interaction inhibition | hit rate 0.028% among 370,000 | fluorescence polarization, His-ERG Ets domain / labelled DNA | Potency, µM (titrated, usually from 76.9 µM), without a hit: at the highest dose FP activity, negative = inhibition, most hits filed as inhibitors | AID 624246 | P11308; active = well fitted inhibition curve with a large enough effect in the polarisation, with a control signal flat; inconclusive = small, poorly fitted or top-dose-only effect, or effect the other way, or a change in a side signal; inactive = no such curve, though single readings can be large or run the other way; the % refers to the polarisation;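 also: polarization taken with two DNA probes labelled with fluorescein and Texas red; potency is read from the fitted curve at half-maximal effect; % of control where 0% means no effect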
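His-tagged ERG Ets domain (1 uM in the protein solution; 300mM KCl, 50mM Tris-HCl, 1mM EDTA, 1mM DTT, pH 7.5) received compound, then a probe mix of 5 nM fluorescein-DNA and 100nM Texas-615-DNA. Fluorescence polarization was read for both dyes.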
JMJD2A Tudor inh – blocks the human JMJD2A Tudor domain | AID 504339 | AlphaScreen JMJD2A-Tudor / H3K4me3 peptide binding | hit rate 4.4% among 390,000 | O75164 | Potency, µM (doses to about 114 µM), for inactives: at the top dose activity change, negative = inhibition, usual class: inhibitors; also: potency is read from the fitted curve at half-maximal effect; % is scaled to controls: 0 for no effect and ±100 for the full control effect; nearly all actives have a fitted effect of over 50% in size
Target sequence (O75164 whole entry, looked up, the tested form may be a part): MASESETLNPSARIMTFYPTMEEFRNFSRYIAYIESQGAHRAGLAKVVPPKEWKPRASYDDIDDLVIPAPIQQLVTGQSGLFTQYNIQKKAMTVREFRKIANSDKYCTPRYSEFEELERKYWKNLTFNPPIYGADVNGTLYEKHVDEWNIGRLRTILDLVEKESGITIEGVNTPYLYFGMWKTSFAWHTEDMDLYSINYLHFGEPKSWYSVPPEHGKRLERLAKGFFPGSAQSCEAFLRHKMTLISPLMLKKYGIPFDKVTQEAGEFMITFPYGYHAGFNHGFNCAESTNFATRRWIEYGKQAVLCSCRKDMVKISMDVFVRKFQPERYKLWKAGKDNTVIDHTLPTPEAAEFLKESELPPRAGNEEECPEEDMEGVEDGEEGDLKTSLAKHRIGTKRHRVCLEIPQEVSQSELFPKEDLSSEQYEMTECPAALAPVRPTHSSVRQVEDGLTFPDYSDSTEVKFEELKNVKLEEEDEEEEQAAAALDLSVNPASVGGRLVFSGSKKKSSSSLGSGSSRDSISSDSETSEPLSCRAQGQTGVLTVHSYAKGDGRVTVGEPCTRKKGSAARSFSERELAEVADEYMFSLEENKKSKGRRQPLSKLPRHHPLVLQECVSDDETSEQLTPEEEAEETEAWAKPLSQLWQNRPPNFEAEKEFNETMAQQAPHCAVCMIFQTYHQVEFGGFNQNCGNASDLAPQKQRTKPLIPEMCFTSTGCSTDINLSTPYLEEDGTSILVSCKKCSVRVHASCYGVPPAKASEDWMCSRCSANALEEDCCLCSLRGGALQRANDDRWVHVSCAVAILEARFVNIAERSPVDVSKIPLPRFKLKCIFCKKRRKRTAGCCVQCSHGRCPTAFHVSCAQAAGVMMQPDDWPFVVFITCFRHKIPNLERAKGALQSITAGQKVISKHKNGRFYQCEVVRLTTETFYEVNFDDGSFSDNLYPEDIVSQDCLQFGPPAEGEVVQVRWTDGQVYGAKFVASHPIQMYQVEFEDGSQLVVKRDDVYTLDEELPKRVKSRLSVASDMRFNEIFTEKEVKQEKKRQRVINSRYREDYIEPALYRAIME
PGK inhibitor – blocks T. brucei phosphoglycerate kinase; P07378; PGK/GAPDH coupled, Kinase-Glo luminescence, 60 min; Potency, µM (series often up to 57.5 µM), for the others: at the highest dose activity change, negative = inhibition, actives largely listed as inhibitors; hit rate 0.043% among 380,000; AID 602233; also: potency is read from the fitted curve at half-maximal effect; % is scaled to controls: 0 for no effect and ±100 for the full control effect; nearly all actives have a fitted effect of over 60% in size
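Luminescent ATP detection (Kinase-Glo Plus) follows a 60-minute room-temperature incubation, with wells lacking PGK as controls. Buffer: 100 mM TEA (pH 7.6), 5 mM MgCl2, 0.01% Tween-20. Coupling enzyme GAPDH (100 nM final) supplies unstable 1,3-BPG in-well.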
HP1b binding inh – inhibitors of HP1-beta chromodomain binding to methylated histone tails; P83916; hit rate 0.56% among 390,000; AlphaScreen HP1-beta / biotin-H3K9me3 peptide binding; Potency, µM (series often up to 114 µM), inactives show at the highest dose activity change, negative = inhibition, most hits filed as inhibitors; AID 540317; also: potency is read from the fitted curve at half-maximal effect; nearly all actives have a fitted effect of over 70% in size; inactives centre near 23
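HP1-beta protein (50 nM final) preincubated 30 min at room temperature with biotinylated H3(1-18)K9me3 peptide (50 nM) in PBS pH 7.4, 0.01% Tween-20, then compound added for 30 min. AlphaScreen streptavidin donor/nickel chelate acceptor beads (10 ug/mL final), 30 min dark, luminescence read.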
GLS inh – inhibitors of human glutaminase (GLS). O94925. GLS enzymatic activity, qHTS titration. AID 624170. Potency, µM (series often up to 45.5 µM), inactives show at the top dose activity change, negative = inhibition, most hits filed as inhibitors. hit rate 0.21% among 410,000; also: potency is read from the fitted curve at half-maximal effect; % is scaled to controls: 0 for no effect and ±100 for the full control effect
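Coupled fluorescence readout: glutamate oxidase/HRP/Amplex Red detect glutamate formed by hKGA from L-glutamine (1 mM solution added). Buffer 45 mM KH2PO4 pH 8.2, 0.02% Tween-20; reads at t0 and 30 min RT.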
Pin1 inhibitor – blocks the human prolyl isomerase Pin1; Q13526; Pin1 FP peptide displacement, HiFluor488, 10 min; Potency, µM (titrated, usually from 115 µM), for the others: top-dose activity, negative = inhibition, hits mostly inhibitors; hit rate 0.009% among 390,000; active = well fitted inhibition curve with a large enough effect in the polarisation, with a control signal flat, not every such curve was filed as active; inconclusive = small, poorly fitted or top-dose-only effect, or effect the other way, or a change in a side signal; inactive = no such curve, though single readings can be large or run the other way; the % refers to the polarisation; also: potency is read from the fitted curve at half-maximal effect; % is scaled to controls: 0 for no effect and ±100 for the full control effect
Active calls of the source: *; i = inactive; ? = inconclusive; . = not tested or not shown; & = joins results of further samples; [ ] = dose if it differs, or a comment. Unless noted, calls follow the shape of the dose curve; as a rule, active = well fitted curve in the direction sought with a large enough effect; inconclusive = small, poorly fitted or top-dose-only effect, or another doubt; inactive = no such curve, though single readings can be large; an effect the other way counts as inactive or inconclusive.

1) O=C(NC(NNc1ccc([N+](=O)[O-])cc1)(C(F)(F)F)C(F)(F)F)c1ccccc1Cl
2) Nc1ccc(-c2cc(N)n(-c3ccccc3)n2)cc1
3) COc1ccccc1NC(=O)N1CCN(S(C)(=O)=O)CC1
4) CCN(C(=O)CSc1nnc(-c2ccc3c(c2)OCO3)o1)C1CCS(=O)(=O)C1 (stereo unspecified)
5) Cc1nn(Cc2ccccc2)c(C)c1C(=O)N1CCN(CC(=O)Nc2ccc(F)cc2)CC1
6) CCCCCCCCCCCCN1[C@@H](CC(C)=O)c2cc(C(F)(F)F)ccc2S1(=O)=O
7) O=C(Nc1ccccc1OCc1cc(=O)n2ccccc2n1)c1ccccc1F
8) Cc1noc(C)c1C(c1ccccc1)c1ccccc1

Assay by compound,1,2,3,4,5,6,7,8
G9a block,?,-132%,-45%,17%[12.7 µM],?,.,-5%[59 µM],29%[59 µM]
BAZ2B inh,?,?,-15%,-2%,8%,.,11%,43%[activator]
PI4K2A block,-1,-27,-5,4,0,0,2,-2
ERG-DNA inh,-3%,-2%,-2%,16%,-8%,-12%,5%,2%
JMJD2A Tudor inh,?,?,1%[11.4 µM],-2%,12%,49%[activator],8%,60%[activator]
PGK inhibitor,0%,-6%,9%,-7%,-5%,-1%,11%,6%
HP1b binding inh,-23%,2%,36%,14%,34%,95%[activator],32%[57 µM],99%
GLS inh,0%,17%,3%,12%,0%,2%,1%,4%
Pin1 inhibitor,?,29%,0%,-7%,-1%,6%,-13%,6%

Structures above that contain sulfur (3):
3) COc1ccccc1NC(=O)N1CCN(S(C)(=O)=O)CC1
4) CCN(C(=O)CSc1nnc(-c2ccc3c(c2)OCO3)o1)C1CCS(=O)(=O)C1 (stereo unspecified)
6) CCCCCCCCCCCCN1[C@@H](CC(C)=O)c2cc(C(F)(F)F)ccc2S1(=O)=O

Assay by compound,3,4,6
G9a block,-45%,17%[12.7 µM],.
BAZ2B inh,-15%,-2%,.
PI4K2A block,-5,4,0
ERG-DNA inh,-2%,16%,-12%
JMJD2A Tudor inh,1%[11.4 µM],-2%,49%[activator]
PGK inhibitor,9%,-7%,-1%
HP1b binding inh,36%,14%,95%[activator]
GLS inh,3%,12%,2%
Pin1 inhibitor,0%,-7%,6%

(next part)
9) O=[N+]([O-])c1ccc(N2CCOCC2)c(S(=O)(=O)N2CCOCC2)c1
10) CC(=O)c1ccc(N=c2scc(C)n2C(C)C)cc1
11) Cc1cc(C=O)c(O)cc1O
12) CC(C)c1ccc(NC(=O)c2cc(S(=O)(=O)NC3CCCCC3)ccc2F)cc1
13) Cc1ccc(C(=O)N2CCOCC2)c(F)c1F
14) O=c1[nH]c2cccnc2n(CCNc2ncc(C(F)(F)F)cc2Cl)c1=O
15) CCOC(=O)C(CC)Sc1ncnc2nc[nH]c12 (stereo unspecified)
16) O=C(CSc1nc2nn(-c3ccccc3)c(=O)c-2c2n1CCCCC2)Nc1cccc(F)c1

Assay by compound,9,10,11,12,13,14,15,16
G9a block,-34%,45µM*,9%,5%[59 µM],-19%,-2%,1%[59 µM],.
BAZ2B inh,.,?,-38%,-1%,-2%,-12%,9%,.
PI4K2A block,2,1,-2,0,0,2,3,4
ERG-DNA inh,-1%,6%,0%,1%,7%,-3%,6%,-6%
JMJD2A Tudor inh,-14%,?,-12%,-21%,-5%,-11%,-3%,-28%
PGK inhibitor,2%,-9%,-15%,5%,8%,-1%,2%,-2%
HP1b binding inh,30%,-17%,45%[activator],24%,35%,13%,27%,17%
GLS inh,3%,-15%,20%,-4%,5%,10%,2%,-9%
Pin1 inhibitor,2%,5%,-1%,1%,-3%,3%,-8%,1%

17) Cc1ccccc1NC(=O)C(=O)NCCCN1CCOCC1
18) CC(OC(=O)c1cccc(-n2cnnn2)c1)c1nc2ccccc2c(=O)[nH]1 (stereo unspecified)
19) O=C1c2ccccc2C(=O)N1c1cccnc1
20) CC(Sc1nnc(N)s1)c1ccccc1Cl (stereo unspecified)
21) O=C(Nc1cccc(/C=C/c2ccccn2)c1)c1cc(Cl)ccn1
22) CN(CC1CCN(CCc2cccc(C(F)(F)F)c2)CC1)C(=O)c1ccc(F)cc1
23) O=C(N(c1ccccc1)c1ccccc1)N(c1ccccc1)c1ccccc1
24) CN(c1ccccc1C(=O)Nc1cccc(Cl)c1Cl)S(C)(=O)=O

Assay by compound,17,18,19,20,21,22,23,24
G9a block,-9%[59 µM],-14%[12.7 µM],4%[59 µM],40µM*,?,21%,.,-7%
BAZ2B inh,-3%,16%,2%,-1%,-23%,-16%,-2%,-1%
PI4K2A block,3,-1,-3,-2,-2,0,6,-3
ERG-DNA inh,6%,10%,-11%,44%[activator],3%,7%,-4%,-5%
JMJD2A Tudor inh,-12%,-5%,-14%&-17%,-4%,2%,-25%,-19%,-15%
PGK inhibitor,-19%,4%,-6%,-5%,7%,5%,-2%,i
HP1b binding inh,-14%,20%,18%,90%[activator],29%,37%,31%,-21%
GLS inh,-7%,2%,21%,1%,2%,-10%,1%,4%
Pin1 inhibitor,-8%,11%,-3%&3%,3%,15%,-1%,14%,-2%

25) NS(=O)(=O)c1ccc(NC(=O)c2ccc(COc3ccccc3)o2)cc1
26) C=C(C)C(=O)Nc1cccc(C2=NOC3(C2)C[C@@H](C(N)=O)N(C(=O)/C(C)=C/C)C3)c1 (stereo partly specified)
27) Cc1noc(C)c1S(=O)(=O)Nc1ccc(C(=O)N2CCc3ccccc3C2)cc1
28) Cc1noc2ncnc(NCc3ccc(Cl)cc3)c12
29) CCn1c(SCC(=O)N/N=C/c2ccccc2OCC(=O)O)nnc1-c1ccc(C)cc1
30) COc1ccc(NC(=O)c2cnc(N3CCCC3)nc2)cc1OC
31) Nc1ncccc1OCc1cccc(C(F)(F)F)c1
32) CC1=CC(=C2N=C(c3ccccc3)OC2=O)C=C(C)O1

Assay by compound,25,26,27,28,29,30,31,32
G9a block,-15%,?,?,7%[59 µM],0%,1%[59 µM],-14%,-6%[59 µM]
BAZ2B inh,-22%,1.8µM*,-31%,-9%[57.1 µM],-1%,-13%,?,-28%
PI4K2A block,-4,-26,7,-1,-3,-1,1,5
ERG-DNA inh,-2%,11%,-10%,-1%,-8%,2%,5%,-4%
JMJD2A Tudor inh,-2%[57.1 µM],3.2µM*,6%,-4%,-4%,-12%,-23%,-22%
PGK inhibitor,4%,?,3%,-3%,7%,.,6%,5%
HP1b binding inh,41%[activator],3.5µM*,50%[activator],56%[activator],23%,9%,8%,?
GLS inh,0%,?,5%,-13%,12%,11%,-13%,20%
Pin1 inhibitor,-4%,.,-8%,-7%,4%,-5%,-3%,?

33) CCCn1nnc(NC(=O)Cc2ccccc2)n1
34) COc1cc(=O)[nH]c(=O)n1CC(=O)c1ccccc1
35) NNC(=O)c1ccc(S(=O)(=O)N2CCc3ccccc32)cc1
36) COc1ccc(OC)c(-c2nc(C(=O)NC3CCN(Cc4ccccc4)CC3)cc3c2[nH]c2ccccc23)c1
37) O=C(CN(CCc1ccccc1)C(=O)c1csnn1)NCc1ccc(F)cc1
38) CCOc1ccc(C2C(C(=O)Nc3ccccc3)=C(C)Nc3nc(-c4ccccc4)nn32)cc1OC (stereo unspecified)
39) Cc1ccsc1CN(Cc1ccco1)C(=O)c1ccc(Cl)cc1
40) CCCc1n[nH]c(=S)n1Cc1ccco1

Assay by compound,33,34,35,36,37,38,39,40
G9a block,.,-10%[59 µM],.,-5%[12.7 µM],7%,19%[59 µM],33%[activator][59 µM],?
BAZ2B inh,9%,10%,-2%,?,3%,3%,36%[activator],6%
PI4K2A block,5,-15,4,2,8,3,-3,1
ERG-DNA inh,-1%,-13%,12%,-7%,2%,0%,-4%,15%
JMJD2A Tudor inh,-7%,0%,-17%,?,-4%,-18%,22%,5µM*
PGK inhibitor,-10%,-3%,-8%,-5%,-5%,-2%,8%,-5%
HP1b binding inh,41%,36%[activator],34%,15%,8%,15%,72%[activator],30%[activator]
GLS inh,14%,4%,-27%,-4%,1%,4%,0%,8%
Pin1 inhibitor,6%,7%,-3%,52%[activator],-5%,11%,-4%,-4%

41) Nc1nc(Nc2cccc(F)c2)nc2ccccc12
42) O=C(NN1CCOCC1)c1cccc(Cl)c1
43) FCCCOc1ccc(CN2CCN(c3ccccc3F)CC2)cc1
44) COc1ccc(-c2noc(-c3cc(-c4ccc(F)cc4)n[nH]3)n2)cc1
45) COc1ccc2[nH]c3c(=O)n4c(nc3c2c1)SCC4
46) FC(F)(F)c1cccc(NC(=S)NCC(c2cccnc2)N2CCOCC2)c1 (stereo unspecified)

Assay by compound,41,42,43,44,45,46
G9a block,56µM*,.,26%,2%[59 µM],-24%,-12%
BAZ2B inh,?,14%,-10%,3%,8%,6%
PI4K2A block,-19,2,3,-1,2,7
ERG-DNA inh,-8%,-7%,7%,2%,-3%,-2%
JMJD2A Tudor inh,-20%[57.1 µM],-11%,-3%,-6%,-22%,-4%
PGK inhibitor,-7%,3%,i,-3%,2%,0%
HP1b binding inh,16%,39%[activator],52%[activator],38%,28%,30%
GLS inh,-2%,2%,-5%,1%,0%,12%
Pin1 inhibitor,2%,-10%,-7%,-2%,-20%,2%
